Compound activity from PubChem BioAssay.
Tau ThT inhib: inhibitors of human tau fibril formation, thioflavin T binding. P10636. recombinant tau K18 P301L, heparin-induced fibrillization, ThT fluorescence. Potency, µM (titrated, usually from 57.4 µM), inactives show at the highest dose activity, negative = inhibition, actives largely listed as inhibitors. 2.1% of 270,000 active. AID 1460; further: nearly all actives have a fitted effect of over 55% in size
Target sequence (P10636 561-689 P618L limits assumed): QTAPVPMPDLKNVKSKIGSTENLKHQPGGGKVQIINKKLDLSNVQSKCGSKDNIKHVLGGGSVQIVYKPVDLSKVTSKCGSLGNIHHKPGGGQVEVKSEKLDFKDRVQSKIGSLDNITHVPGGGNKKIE
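ThT emission at 510 nm, taken 1 hr after adding 30 uM dye, quantifies aggregates formed when 20 uM heparin acts on human tau K18 P301L for 6 hr at 37 C.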
GoLoco inh red: blocks human Gai1 binding to RGS12 GoLoco peptide, red readout; P63096; Gai1:RGS12 GoLoco peptide FP, rhodamine, 10 min; Potency, µM (doses to about 61.6 µM), inactives show top-dose activity, negative = inhibition, hits mostly inhibitors; 0.44% of 230,000 active; active means well fitted inhibition curve with a large enough effect, not every such curve was filed as active; inactive means no such curve, though single readings can be large or run the other way; further: nearly all actives have a fitted effect of over 30% in size; many of its hits are not listed in these tables
Target sequence (P63096 whole entry, looked up): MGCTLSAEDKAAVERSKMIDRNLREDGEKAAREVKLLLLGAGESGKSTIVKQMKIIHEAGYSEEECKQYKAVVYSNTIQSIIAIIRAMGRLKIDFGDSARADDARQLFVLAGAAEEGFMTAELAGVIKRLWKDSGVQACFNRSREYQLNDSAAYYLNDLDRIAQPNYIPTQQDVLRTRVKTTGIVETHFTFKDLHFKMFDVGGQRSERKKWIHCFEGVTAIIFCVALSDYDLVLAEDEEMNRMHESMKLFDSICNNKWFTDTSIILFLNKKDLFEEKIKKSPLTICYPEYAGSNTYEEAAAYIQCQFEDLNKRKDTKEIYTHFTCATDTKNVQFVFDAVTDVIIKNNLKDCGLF
Tau FP inhib: inhibitors of human tau fibril formation; 0.39% of 280,000 active; K18 P301L tau heparin fibrillization, Alexa594 FP, 6 h; P10636; Potency, µM (titrated, usually from 57.7 µM), for the others: top-dose activity, negative = inhibition, usual class: inhibitors; further: nearly all actives have a fitted effect of over 55% in size
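Heparin (20 uM) drove fibril formation of recombinant tau K18 P301L, 15 uM unlabeled with 0.24 uM Alexa 594 label, for 6 hr at 37 C in 100 mM sodium acetate pH 7. Fluorescence polarization (555/632 nm) read 1 hr after 30 uM ThT.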
L3MBTL1 block: blocks human L3MBTL1 | AID 485360 | Q9Y468 | Potency, µM (highest dose often 57.1 µM), inactives show at the highest dose activity, negative = inhibition, most hits filed as inhibitors | AlphaScreen L3MBTL1–H3K9me1 peptide binding | 0.66% of 230,000 active; further: nearly all actives have a fitted effect of over 60% in size
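Displacement of a biotinylated histone H3(1-15) peptide monomethylated at Lys9 (75 nM) from L3MBTL1 (50 nM) was measured by AlphaScreen after a 30 min room-temperature compound incubation; cefsulodin titration served as intraplate control.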
TRb-SRC2 inh: disrupts binding of human TR beta to SRC2 | TRbeta-SRC2 peptide binding, fluorescence polarization; receptor liganded with 1 µM T3 | 0.065% of 280,000 active | Potency, µM (series often up to 106 µM), for inactives: at the highest dose activity change, negative = inhibition, most hits filed as inhibitors | P10828;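 further: plate controls were bound peptide for no effect and peptide without receptor for full effect; nearly all actives have a fitted effect of over 50% in size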
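Fluorescence polarization of 20 nM Texas Red SRC2 peptide with 0.6 uM human TRb ligand-binding domain, in Tris buffer with 1uM T3 and 5% DMSO. Incubated 5 hr ambient; normalized to unbound and bound controls.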
KDM4E inh: JMJD2E (human) inhibition; B2RXH2; JMJD2E catalytic domain, FDH-coupled NADH fluorescence (FDH is formaldehyde dehydrogenase); Potency, µM (top dose mostly 57.1 µM), for the others: at the highest dose activity change, negative = inhibition, usual class: inhibitors; 1.6% of 230,000 active; active means well fitted inhibition curve with a large enough effect, not every such curve was filed as active; inconclusive means small, poorly fitted or top-dose-only effect, or another doubt; inactive means no such curve, though single readings can be large or run the other way;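 further: 0% = wells with enzyme and -100% = buffer wells without enzyme; nearly all actives have a fitted effect of over 50% in size; many of its hits are not listed in these tables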
Target sequence (B2RXH2 1-337 limits assumed): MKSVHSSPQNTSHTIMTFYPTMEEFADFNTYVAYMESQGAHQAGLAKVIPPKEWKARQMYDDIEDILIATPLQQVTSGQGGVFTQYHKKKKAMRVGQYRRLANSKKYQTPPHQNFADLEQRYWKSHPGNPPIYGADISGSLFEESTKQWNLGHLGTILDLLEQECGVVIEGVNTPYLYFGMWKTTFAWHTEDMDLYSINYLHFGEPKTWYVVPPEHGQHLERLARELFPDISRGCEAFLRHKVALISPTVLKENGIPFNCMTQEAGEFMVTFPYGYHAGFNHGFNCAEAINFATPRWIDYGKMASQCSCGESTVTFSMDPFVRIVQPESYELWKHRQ
TexasRed fluor: alters Texas Red total fluorescence, flagging assay interference; TRb/SRC2 Texas Red total fluorescence interference; Potency, µM (top dose mostly 106 µM), without a hit: at the highest dose fluorescence change, negative = quenching; 0.29% of 280,000 active; AID 1479; active means well fitted curve in either direction with a large enough effect; inconclusive means small, poorly fitted or top-dose-only effect
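Human TRβ ligand-binding domain (0.6 uM) and Texas Red SRC2 peptide (20 nM) in Tris buffer with 1 uM T3 and 5% DMSO were incubated with pinned compound for 5 hr at ambient temperature. Total fluorescence was computed as S + 2P (555/632 nm).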
RECQ1 inh: blocks DNA unwinding by human RECQ1; Potency, µM (top dose mostly 57.3 µM), for inactives: top-dose activity, negative = inhibition, hits mostly inhibitors; 0.54% of 240,000 active; RECQ1 DNA unwinding, red fluorescence kinetic read; P46063;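 further: plate controls were vehicle for no effect and no enzyme for full effect; nearly all actives have a fitted effect of over 30% in size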
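50 nM RECQ1T1 preincubated 15 min with compound in Tris pH 8.0 buffer with MgCl2, DTT, Tween-20 and 2.5 ug/ml poly(dI-dC); started with 200 nM TAMRA/BHQ-2 forked duplex and 2 mM ATP. Unwinding read as fluorescence (525/598 nm), two reads 2 h apart.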
* hit, by the source's call; i = inactive; ? = inconclusive; . = no result given; [ ] = dose if it differs, or a comment. Unless noted, the call rests on the fitted dose curve; in most records, active means well fitted curve in the direction sought with a large enough effect; inconclusive means small, poorly fitted or top-dose-only effect, or another doubt; inactive means no such curve, though single readings can be large; an effect the other way counts as inactive or inconclusive. Unless noted, on the % scale 0 is the no-effect control and ±100 the full control effect; potency means the concentration at half of the fitted maximal effect. These rows are one share of the data (hit frequency here may not be typical).

canonical_smiles,Tau ThT inhib,GoLoco inh red,Tau FP inhib,L3MBTL1 block,TRb-SRC2 inh,KDM4E inh,TexasRed fluor,RECQ1 inh
CC(C)c1ccc(Nc2cnn(C34CC5CC(CC(CC(=O)O)(C5)C3)C4)c(=O)c2Cl)cc1,-6.0%,10.1%,-0.3%,.,-3.4%,6.5%,-1.3%,i
O=C(O)CC1(CC(=O)NCc2csc(-c3cccs3)n2)CCCCC1,-14.0%,-6.4%,2.5%,-1.5%,-3.2%,?,-4.7%,-4.2%
Cc1ccc(C(=O)Nc2cc(C)c(OCC(=O)N3CCOCC3)c(C)c2)cc1,-7.6%,-5.4%,?,.,-2.7%,10.2%,2.0%,-4.7%
CCc1cccc2c(C(=S)N3CCCC3)c[nH]c12,4.5%,20.9%,1.5%,6.0%,-9.4%,-1.6%,-1.4%,i
Cc1cc(=O)oc2cc(OCC(=O)OCC(=O)N(C)C3CCS(=O)(=O)C3)ccc12 (stereo unspecified),-3.6%,0.8%,6.7%,9.9%,-1.6%,?,-7.0%,i
COc1ccc(C(CC(=O)N2CCCCC2)C(C)C)cc1 (stereo unspecified),-15.1%,5.0%,2.3%,2.5%,6.0%,8.4%,1.5%,14.9%
COc1ccc(NC(=O)N2CCC(n3nnc4cc(C)ccc43)CC2)cc1,-15.3%,3.9%,0.7%,-1.0%,-3.4%,4.3%,-1.5%,5.3%
CCCCN(Cc1ccccc1)S(=O)(=O)c1cc(Br)cc2c1N(C(=O)C1CC1)CC2,-9.4%,.,-1.6%,.,-4.2%,.,-2.5%,.
CCCCc1ccc(NC(=O)CN2NS(=O)(=O)c3ccccc3C2=O)cc1,-12.6%,8.3%,2.8%,.,-20.4%,-3.7%,3.1%,9.8%
CN(C)C(=O)NC(Nc1ccc(Cl)cc1Cl)C(Cl)(Cl)Cl (stereo unspecified),-10.9%,-2.3%,4.2%,-11.6%,-10.3%,1.0%,2.2%,-6.4%
Clc1ccccc1CN(Cc1ccccc1)c1ncnc2nc[nH]c12,-8.7%,2.2%,?,3.3%,-1.9%,2.4%,-0.9%,-5.7%
Nc1nc(SCc2ccc(Cl)cc2)ns1,-12.0%,3.6%,-8.7%,5.8%,2.4%,-1.3%,2.4%,-1.2%
CC(C)[C@H](NC(=O)NC1CCCc2ccccc21)C(=O)O (stereo partly specified),-1.2%,.,-1.7%,1.9%,-12.5%,5.1%,0.2%,-4.0%
CC(Nc1ccccc1)c1cccnc1 (stereo unspecified),4.8%,12.0%,-6.7%,-4.8%,-0.6%,?,-1.5%,i
CN(c1ccccc1)S(=O)(=O)c1ccc(NC(=O)C2CCCCC2C(=O)O)cc1 (stereo unspecified),-0.9%,3.5%,3.9%,8.3%,-4.3%,5.1%,-0.7%,i

One compound at a time (already shown). Screens in order: Tau ThT inhib	GoLoco inh red	Tau FP inhib	L3MBTL1 block	TRb-SRC2 inh	KDM4E inh	TexasRed fluor	RECQ1 inh
Nc1nc(SCc2ccc(Cl)cc2)ns1 is entered as -12.0%	3.6%	-8.7%	5.8%	2.4%	-1.3%	2.4%	-1.2%
COc1ccc(C(CC(=O)N2CCCCC2)C(C)C)cc1 (stereo unspecified) is entered as -15.1%	5.0%	2.3%	2.5%	6.0%	8.4%	1.5%	14.9%

Remaining list, next part:
canonical_smiles,Tau ThT inhib,GoLoco inh red,Tau FP inhib,L3MBTL1 block,TRb-SRC2 inh,KDM4E inh,TexasRed fluor,RECQ1 inh
COc1ccc(OC)c(Nc2ncnc3c2cnn3-c2cccc(C)c2)c1,?,2.8%,7.6%,15.9%,-1.5%,?,0.4%,i
CC1=C(C(=O)OCCOc2ccccc2)C(c2coc3ccccc3c2=O)C2=C(CCCC2=O)N1 (stereo unspecified),-13.7%,11.9%,-13.2%,.,-0.3%,-14.0%,-1.1%,-12.4%
CC(=O)N(Cc1cccs1)C1CCOC(C)(C)C1 (stereo unspecified),-7.5%,-2.7%,-1.7%,.,-11.4%,1.7%,-0.1%,-0.6%
COc1ccc(Nc2ncnc3onc(-c4ccc(Cl)cc4)c23)cc1Cl,1.0%,.,-14.3%,.,3.2%,.,0.7%,.
COc1ccc(-c2nc3c4ccccc4[nH]c(=O)n3n2)cc1,-20.8%,3.3%,3.1%,.,-11.8%,?,-2.7%,i
COc1ccccc1N1CCN(C(=O)Cn2nc(C(F)(F)F)c3c2CCC3)CC1,1.5%,4.6%,8.9%,24.9%[11.4 µM],5.3%,-5.4%,2.1%,i
O=C(CN(c1ccccc1F)S(=O)(=O)c1ccccc1)NC1CCCCCC1,-14.0%,6.8%,5.1%,.,-2.8%,4.1%,0.6%,i
O=C(Nc1ccc(F)c(F)c1)c1cc(S(=O)(=O)NC2CCCC2)ccc1F,1.1%,.,-8.1%,.,-7.7%,.,-1.8%,.
CCOC(=O)Cn1nnnc1C(C(C)C)N(Cc1cccs1)Cc1cc2cc(C)ccc2[nH]c1=O (stereo unspecified),?,-4.5%,-2.8%,.,-9.8%,?,-2.2%,6.5%
CCOC(=O)Nc1ccc2c(c1)N(C(=O)C(C)N1CCCC1)c1ccccc1CC2 (stereo unspecified),-7.9%,-8.1%,2.4%,.,9.1%,4.2%,1.3%,-4.5%
O=C1c2ccccc2-c2cccc(C(=O)N3CCCCC3)c21,-6.7%,38.2%,-5.0%,4.2%,2.6%,-0.9%,-0.7%,-4.1%
CCCNC(=O)Nc1ccccc1SC,1.1%,5.6%,2.2%,5.1%,-1.7%,-5.8%,0.5%,i
CN(C)c1ccc(/C=N/n2ncc3ccccc32)cc1,3.98µM*,-2.0%,14.3%,22.9%,6.2%,?,-8.5%,8.2%
COC(=O)c1ccc(NC(=O)CSc2n[nH]c(-c3ccncc3)n2)cc1,-23.1%,-4.0%,-0.9%,-11.7%,0.9%,-5.3%,-0.5%,-9.3%
Cn1c(NC(=O)c2ccc3c(c2)OCO3)cc(=O)n(C)c1=O,-2.7%,12.0%,1.2%,13.4%,-1.4%,2.8%,-4.0%,i
Cc1ccc2nc(Cl)c3cc(C(=O)NCCCN4CCCC4)sc3c2c1,-3.7%,7.2%,?,.,-1.0%,-11.1%,-5.4%,14.1%
O=C(Nc1ccc(Cl)cc1)Nc1ccccc1C(=O)O,?,8.2%,-1.0%,-0.8%,2.2%,?,-3.1%,31.8%
CC(Oc1ccccc1)C(=O)Nc1nc2c(s1)C(=O)CC(C)(C)C2 (stereo unspecified),4.0%,14.4%,-1.5%,4.1%,-14.2%,?,0.1%,i
CCCCNS(=O)(=O)c1ccc2nc(SCC(=O)Nc3sccc3C#N)[nH]c2c1,-15.4%,29.9%,?,-1.4%,2.8%,-7.8%,3.2%,-27.8%
COC(=O)c1ccccc1NC(=O)c1cc(C)nc2c1c(C)nn2-c1ccc(C)cc1,2.9%,.,-6.5%,.,6.5%,.,2.3%,.
COc1ccc(N(C(=O)C(C)C)S(=O)(=O)c2ccc3c(c2)n(C)c(=O)n3C)cc1,-9.1%,-4.6%,0.6%,3.0%,2.4%,7.2%,4.0%,i
Cc1ccccc1CNC(=O)c1oc2c(c1C)-c1[nH]ncc1CC2,-15.9%,.,?,.,-7.9%,.,5.7%,.
COC1(OC)N=C(N)C2(C#N)C(c3cccc(Oc4ccccc4)c3)C12C#N (stereo unspecified),?,88.0%[activator],-1.8%,-0.6%,6.0%,?,-3.5%,3.7%
CCc1cccc(N(C(=O)c2csnn2)C(C(=O)NC(C)(C)CC)c2ccccn2)c1 (stereo unspecified),0.5%,10.0%,10.5%,-17.0%,4.0%,-4.1%,-4.5%,-0.9%
CCN(CC)C(=O)C(=O)N/N=C/c1ccc(C(=O)O)cc1,1.9%,3.7%,1.6%,-1.0%,-2.4%,-3.8%,-2.7%,-6.8%
Cc1cc(/C=N/NC(N)=S)c(O)c(/C=N/NC(N)=S)c1,?,13.0%,4.5%,?,-4.5%,7.4%,-6.0%,i
O=C(COc1ccc(Cl)cc1)NCCSc1ccccc1,-12.5%,4.5%,0.4%,.,0.8%,5.9%,0.5%,2.0%
Cc1ccccc1C(=O)NC(=O)Nc1ccc(-n2nc(C(F)(F)F)cc2C(F)(F)F)cc1,-5.1%,.,-7.4%,.,-1.3%,.,-3.0%,.
CCCn1c(-c2cccs2)nc2nc3ccccc3nc21,?,18.4%,-5.0%,15.8%,-8.0%,?,-9.3%,-5.7%
CCN(CC)CCCNC(=O)c1cn(C)c2ccc(S(=O)(=O)N(C)C3CCCCC3)cc2c1=O,-4.3%,.,-5.0%,.,-1.5%,.,1.0%,.
O=C(CCc1ccc(S(=O)(=O)NCc2ccccc2)cc1)N1CCN(Cc2ccc3c(c2)OCO3)CC1,-22.7%,.,-5.1%,-9.6%,-4.9%,-10.4%,-0.5%,1.1%
CCOc1ccc(C(=O)NC2CCN(C(=O)NCc3ccccc3)CC2)cc1,?,2.9%,3.8%,-6.2%,-2.9%,5.5%,-0.9%,-6.5%
C=CC[n+]1ccc2ccccc2c1C,-11.0%,-2.3%,1.4%,-3.4%,-2.2%,?,-0.9%,-3.0%
CCCC1CCC(c2ccc(C(=O)NN)cc2)CC1 (stereo unspecified),?,1.7%,0.2%,-2.2%,4.1%,-2.7%,-1.6%,-2.9%
Cc1onc(-c2ccccc2)c1C(=O)Nc1ccc(S(=O)(=O)N2CCCCC2)cc1,-7.8%,4.5%,-3.9%,9.5%,15.4%,-2.7%,-3.3%,-3.3%
Cn1nnc(NC(=O)c2ccccc2)n1,5.0%,0.0%,-6.2%,10.1%,-3.9%,2.9%,-4.5%,3.7%
COc1ccc(C2c3[nH]c4ccccc4c3CCN2CCCn2cccn2)c(C)c1C (stereo unspecified),?,11.9%,-4.2%,?,10.7%,?,-4.5%,-9.9%
COCCn1c(SCc2ccccc2F)nc2ccccc2c1=O,-11.7%,1.4%,1.9%,23.5%,-4.2%,0.6%,0.7%,i
